TrxR1 substrate = qHTS Assay for Substrates of Mammalian Selenoprotein Thioredoxin Reductase 1 (TrxR1): qHTS | Thioredoxin reductase 1, cytoplasmic (Rattus norvegicus), O89049 | AID 588456, 2011 | Potency, µM (top dose mostly 114 µM), inactives show at the highest dose activity change, negative = substrate turnover | purified TrxR1 substrate turnover, NADPH consumption readout | hit rate 0.01% among 390,000; further: potency means the concentration at half of the fitted maximal effect; on the % scale 0 is the no-effect control and ±100 the full control effect; nearly all actives have a fitted effect of over 50% in size
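Rat TrxR1, dispensed at 90 nM, was prereduced with 400 uM NADPH (final) for 5 min at ~22 deg C, then incubated with compound 15 min before 400 uM selenite. A first-read NADPH fluorescence drop versus no-compound background flagged substrates.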
Pin1 inh = qHTS Assay to Find Inhibitors of Pin1; Peptidyl-prolyl cis-trans isomerase NIMA-interacting 1 (Homo sapiens), Q13526; Pin1 FP peptide displacement, HiFluor488, 10 min; Potency, µM (doses to about 115 µM), for the others: at the highest dose activity, negative = inhibition, usual class: inhibitors; hit rate 0.009% among 390,000; AID 504891, 2011; active means well fitted inhibition curve with a large enough effect in the polarisation, with a control signal flat, not every such curve was filed as active; inconclusive means small, poorly fitted or top-dose-only effect, or effect the other way, or a change in a side signal; inactive means no such curve, though single readings can be large or run the other way; the % refers to the polarisation; further: potency means the concentration at half of the fitted maximal effect; on the % scale 0 is the no-effect control and ±100 the full control effect
rTrxR1 inhibitor = qHTS Assay for Inhibitors of Mammalian Selenoprotein Thioredoxin Reductase 1 (TrxR1): qHTS; Thioredoxin reductase 1, cytoplasmic (Rattus norvegicus), O89049; Potency, µM (series often up to 114 µM), inactives show at the highest dose activity change, negative = inhibition, most hits filed as inhibitors; AID 588453, 2011; hit rate 1% among 390,000; recombinant rTrxR1, NADPH fluorescence consumption, selenite substrate; further: potency means the concentration at half of the fitted maximal effect; on the % scale 0 is the no-effect control and ±100 the full control effect; nearly all actives have a fitted effect of over 65% in size
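Rat TrxR1 (90 nM in the dispensed reagent) was pre-reduced with 400 uM NADPH for 5 min at room temperature, then incubated with compound for 15 min. After 400 uM selenite was added, NADPH fluorescence (Ex 340/Em 450 nm) was followed for 8 min.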
mIDH1 inhibitor = qHTS for Inhibitors of mutant isocitrate dehydrogenase 1 (IDH1): qHTS | IDH1-R132H enzyme, NADPH consumption, diaphorase/resazurin fluorescence | Potency, µM (titrated, usually from 76.6 µM), for the others: at the highest dose activity change, negative = inhibition, usual class: inhibitors | hit rate 0.093% among 390,000 | Isocitrate dehydrogenase [NADP] cytoplasmic (Homo sapiens), O75874 | AID 602179, 2012; further: potency means the concentration at half of the fitted maximal effect; on the % scale 0 is the no-effect control and ±100 the full control effect; nearly all actives have a fitted effect of over 65% in size
Target sequence (O75874 whole entry R132H, stated change not applied): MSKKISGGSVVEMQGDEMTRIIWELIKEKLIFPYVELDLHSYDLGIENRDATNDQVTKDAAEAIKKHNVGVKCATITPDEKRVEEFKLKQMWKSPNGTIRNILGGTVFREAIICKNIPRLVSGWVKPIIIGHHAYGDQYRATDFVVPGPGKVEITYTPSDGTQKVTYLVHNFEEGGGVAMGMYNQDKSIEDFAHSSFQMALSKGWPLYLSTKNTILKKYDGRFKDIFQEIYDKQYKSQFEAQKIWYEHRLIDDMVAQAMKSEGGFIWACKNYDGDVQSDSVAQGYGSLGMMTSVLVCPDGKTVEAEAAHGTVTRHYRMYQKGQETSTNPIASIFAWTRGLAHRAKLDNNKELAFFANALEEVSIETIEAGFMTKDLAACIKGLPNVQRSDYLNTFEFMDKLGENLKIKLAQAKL
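IDH1-R132H (0.5 ug/mL dispensed) in pH 7.5 Tris buffer was preincubated 30 min with compound, then given a substrate mix of 0.016 mM NADPH and 2 mM alpha-KG for 80 min at room temperature; remaining NADPH was read by diaphorase/resazurin fluorescence.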
USP1-UAF1 inh = Inhibitors of USP1/UAF1: Primary Screen. Ubiquitin carboxyl-terminal hydrolase 1 (Homo sapiens), O94782. recombinant USP1/UAF1, Ub-Rhodamine cleavage fluorescence. Potency, µM (titrated, usually from 57.1 µM), for inactives: at the top dose activity change, negative = inhibition, most hits filed as inhibitors. hit rate 0.23% among 390,000. AID 743255, 2014; further: potency means the concentration at half of the fitted maximal effect; on the % scale 0 is the no-effect control and ±100 the full control effect; nearly all actives have a fitted effect of over 60% in size; inactives centre near -12
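In this screen, compounds sit with the deubiquitinase complex (1nM) for 15 min at room temperature before Ub-Rho is added at 150nM final. Fluorescence rise is then followed for 6 reads every 60 seconds.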
HP1b binding inh = HTS for Inhibitors of HP1-beta Chromodomain Interactions with Methylated Histone Tails | Chromobox protein homolog 1 (Homo sapiens), P83916 | AlphaScreen HP1-beta / biotin-H3K9me3 peptide binding | Potency, µM (titrated, usually from 114 µM), for the others: top-dose activity change, negative = inhibition, most hits filed as inhibitors | hit rate 0.56% among 390,000; further: potency means the concentration at half of the fitted maximal effect; nearly all actives have a fitted effect of over 70% in size; inactives centre near 23
Target sequence (P83916 whole entry, looked up): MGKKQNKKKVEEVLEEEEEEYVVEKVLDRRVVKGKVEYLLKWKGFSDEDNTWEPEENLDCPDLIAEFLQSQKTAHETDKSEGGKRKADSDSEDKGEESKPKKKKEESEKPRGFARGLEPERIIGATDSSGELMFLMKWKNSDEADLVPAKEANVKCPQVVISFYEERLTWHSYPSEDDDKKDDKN
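HP1-beta protein (50 nM final) preincubated 30 min at room temperature with biotinylated H3(1-18)K9me3 peptide (50 nM) in PBS pH 7.4, 0.01% Tween-20, then compound added for 30 min. AlphaScreen streptavidin donor/nickel chelate acceptor beads (10 ug/mL final), 30 min dark, luminescence read.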
GLS inhibitor = qHTS for Inhibitors of Glutaminase (GLS); Glutaminase kidney isoform, mitochondrial (Homo sapiens), O94925; GLS enzymatic activity, qHTS titration; Potency, µM (top dose mostly 45.5 µM), without a hit: at the highest dose activity change, negative = inhibition, actives largely listed as inhibitors; hit rate 0.21% among 410,000; AID 624170, 2012; further: potency means the concentration at half of the fitted maximal effect; on the % scale 0 is the no-effect control and ±100 the full control effect
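Read-out is an Amplex red fluorescence increase coupled through glutamate oxidase and HRP, measured before and after 30 min room-temperature incubation. hKGA is in 45 mM KH2PO4 (pH 8.2) with 0.02% Tween-20; glutamine added as 1mM solution.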
PGK inhibitor = qHTS Assay to Find Inhibitors of Phosphoglycerate Kinase | Phosphoglycerate kinase, glycosomal (Trypanosoma brucei brucei), P07378 | AID 602233, 2012 | PGK/GAPDH coupled, Kinase-Glo luminescence, 60 min | hit rate 0.043% among 380,000 | Potency, µM (top dose mostly 57.5 µM), for inactives: top-dose activity change, negative = inhibition, usual class: inhibitors; further: potency means the concentration at half of the fitted maximal effect; on the % scale 0 is the no-effect control and ±100 the full control effect; nearly all actives have a fitted effect of over 60% in size
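Recombinant glycosomal PGK reaction used 1,3-bisphosphoglycerate generated in-well by GAPDH (100nM final) in 100mM TEA pH 7.6, 5mM MgCl2, 0.01% Tween-20. After 60 minutes at room temperature, ATP was read by Kinase-Glo Plus luminescence end-point.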
PI4K2A inh = qHTS for small molecular inhibitors of PI4K2A; Phosphatidylinositol 4-kinase type 2-alpha (Homo sapiens), Q9BTU6; hit rate 0.13% among 420,000; purified PI4K2A, ADP-Glo luminescence, 1 h; stronger effect = lower value; activity change, negative = inhibition, % at 76.9 µM; in the data active means activity change below about -50%; inconclusive means mostly about -30% to -49%;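 further: -100% = wells without enzyme as full effect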
Target sequence (Q9BTU6 whole entry, looked up): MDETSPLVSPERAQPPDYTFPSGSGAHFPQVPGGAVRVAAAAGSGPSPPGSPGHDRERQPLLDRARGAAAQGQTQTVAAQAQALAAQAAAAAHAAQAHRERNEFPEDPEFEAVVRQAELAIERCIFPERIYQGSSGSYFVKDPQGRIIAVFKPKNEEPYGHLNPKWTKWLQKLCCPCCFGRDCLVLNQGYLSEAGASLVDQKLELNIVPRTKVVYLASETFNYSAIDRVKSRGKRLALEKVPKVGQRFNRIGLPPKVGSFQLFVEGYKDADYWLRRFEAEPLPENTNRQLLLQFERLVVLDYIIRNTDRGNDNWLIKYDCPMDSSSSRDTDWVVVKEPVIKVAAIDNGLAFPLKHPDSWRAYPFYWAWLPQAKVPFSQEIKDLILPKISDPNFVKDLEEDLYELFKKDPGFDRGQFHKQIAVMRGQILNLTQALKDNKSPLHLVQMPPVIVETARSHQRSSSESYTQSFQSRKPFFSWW
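In this quantitative HTS, ADP production by PI4K2A was quantified luminescently after 1 h at ambient temperature; 100 microM adenosine served as plate-quality control.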
Numbers without * were called inactive; i = inactive; ? = inconclusive; nt = not tested or not shown; & = joins results of further samples; [ ] = dose if it differs, or a comment. Unless noted, the call rests on the fitted dose curve; in most records, active means well fitted curve in the direction sought with a large enough effect; inconclusive means small, poorly fitted or top-dose-only effect, or another doubt; inactive means no such curve, though single readings can be large; an effect the other way counts as inactive or inconclusive. An excerpt (hit frequency here may not be typical).

The first 8 entries, ahead of the listing:
No.	TrxR1 substrate	Pin1 inh	rTrxR1 inhibitor	mIDH1 inhibitor	USP1-UAF1 inh	HP1b binding inh	GLS inhibitor	PGK inhibitor	PI4K2A inh	SMILES
1	-9%	28%	-3%	6%	-14%	5%	8%	-3%	2	Cc1[nH]c2ccc(-c3nnc(SCC(=O)c4ccccc4F)o3)cc2c1C
2	1%	-14%	19%	3%	-10%	15%	12%	0%	-4	Cc1ccc(N(CC(=O)NC2CCCCC2)C(=O)CNC(=O)c2ccco2)cc1F
3	4%[57.1 µM]	-6%	-5%[57.1 µM]	5%	-10%	23%	7%	2%	1	COC(=O)c1scc(C)c1NC(=O)Cc1ccccc1
4	8%	?	30%	10%	-9%	51%[activator]	0%	nt	8	Cc1ccc(NC(=O)c2ccccc2)cc1OC(=O)c1ccccc1
5	0%[57.1 µM]	0%	17%[57.1 µM]	5%	-2%	7%	5%	-2%	2	COc1ccc(NC(=O)c2cccn2-c2nnc(N3CCCCC3)s2)c(OC)c1
6	-1%	16%	3%	1%	-10%	31%	2%	1%	-1	COc1ccc(/C=N\NC(=O)c2c(C)nc3ccc(Br)cn23)cc1
7	-5%	-8%	-10%	10%	-8%	3%	2%	i	2	COc1cc(C(C[N+](=O)[O-])c2c(C)[nH]c3ccccc23)cc(OC)c1OC (stereo unspecified)
8	-6%	?	0%	5%	2%	7%	-3%	6%	-15	COC(=O)c1cc(OCC(=O)NC2CCCc3ccccc32)cc(C(=O)OC)c1 (stereo unspecified)

The listing, from the first entry:
No.	TrxR1 substrate	Pin1 inh	rTrxR1 inhibitor	mIDH1 inhibitor	USP1-UAF1 inh	HP1b binding inh	GLS inhibitor	PGK inhibitor	PI4K2A inh	SMILES
1	-9%	28%	-3%	6%	-14%	5%	8%	-3%	2	Cc1[nH]c2ccc(-c3nnc(SCC(=O)c4ccccc4F)o3)cc2c1C
2	1%	-14%	19%	3%	-10%	15%	12%	0%	-4	Cc1ccc(N(CC(=O)NC2CCCCC2)C(=O)CNC(=O)c2ccco2)cc1F
3	4%[57.1 µM]	-6%	-5%[57.1 µM]	5%	-10%	23%	7%	2%	1	COC(=O)c1scc(C)c1NC(=O)Cc1ccccc1
4	8%	?	30%	10%	-9%	51%[activator]	0%	nt	8	Cc1ccc(NC(=O)c2ccccc2)cc1OC(=O)c1ccccc1
5	0%[57.1 µM]	0%	17%[57.1 µM]	5%	-2%	7%	5%	-2%	2	COc1ccc(NC(=O)c2cccn2-c2nnc(N3CCCCC3)s2)c(OC)c1
6	-1%	16%	3%	1%	-10%	31%	2%	1%	-1	COc1ccc(/C=N\NC(=O)c2c(C)nc3ccc(Br)cn23)cc1
7	-5%	-8%	-10%	10%	-8%	3%	2%	i	2	COc1cc(C(C[N+](=O)[O-])c2c(C)[nH]c3ccccc23)cc(OC)c1OC (stereo unspecified)
8	-6%	?	0%	5%	2%	7%	-3%	6%	-15	COC(=O)c1cc(OCC(=O)NC2CCCc3ccccc32)cc(C(=O)OC)c1 (stereo unspecified)
9	6%	1%	7%	5%	-13%	32%	8%	4%	8	O=C(NCCCn1ccnc1)Nc1cccc(Cl)c1
10	7%[57.1 µM]	8%	11%[57.1 µM]	1%	0%	146%[activator]	5%	-4%	-6	COC(=O)c1sccc1NC(=O)CSc1cc(Cl)ccc1Cl
11	23%	-7%	28%	-1%	-3%	11%	2%	3%	0	CCNc1oc(/C=C/c2ccc(OCC)cc2)nc1C#N
12	1%	-7%	-66%	4%	-22%	56%[activator]	-4%	i	0	CCOC(=O)N1CCN(c2nc(-c3ccco3)cc(C(F)(F)F)n2)CC1
13	-4%	5%	22%[0.457 µM]	1%	-13%	57%[activator]	-9%	6%	3	C=CCN1C(=O)/C(=C\c2ccc(Cl)cc2)N=C1SCC(=O)NC1CCCCC1
14	9%[57.1 µM]	4%	-6%	-1%	-9%	-5%	-13%	-4%	7	CCOC(=O)N1CCN(c2ccc(C(C)=O)cc2F)CC1
15	4%	0%	23%	2%	-19%	22%	-8%	i	0	CC1Cc2ccccc2N1C(=O)COC(=O)Cn1cnc2ccccc2c1=O (stereo unspecified)
16	-2%[57.1 µM]	-15%	11%[57.1 µM]	-10%	-5%	38%	-14%	0%	2&1	Cc1cccc(-n2nnnc2SCC(=O)N(CC(C)C)c2c(N)n(CC(C)C)c(=O)[nH]c2=O)c1
17	0%[2.29 µM]	-6%	9%[2.29 µM]	1%	-5%	?	-7%	0%	-1	Cc1cccc(N2CCN(C(=S)c3ccc4c(c3)OCO4)CC2)c1
18	-9%	-4%	11%[57.1 µM]	-5%	-12%	-4%	14%	-9%	2	Cc1cc(-c2ccccc2)nc(N(C)NC(=O)c2cccc(C(F)(F)F)c2)c1S(C)(=O)=O
19	-6%[0.0914 µM]	-3%	5%[57.1 µM]	2%	-22%	47%[activator]	-9%	-4%	-2	CCc1ccccc1N(CC(=O)NC1CCCCC1)C(=O)CNC(=O)c1ccco1
20	3%	2%	22%	-1%	1%	13%	7%	1%	4	CC(C)(C)c1cnnn1-c1ccc(C=O)cc1
21	1%	2%	0%	9%	5%	18%	-1%	-4%	-5	Cc1cccc(Cn2c(CN3CCN(Cc4ccccc4)CC3)nc3c2c(=O)[nH]c(=O)n3C)c1
22	-2%	?	?	-3%	2%	25%	7%	2%	-2	CCCCN1CC(=O)N2[C@@H]3c4cc(Br)ccc4OC[C@@H]3[C@H](C(=O)OCC)[C@]2(C)C1=O
23	137%[activator]	7%	41%[activator]	-1%	-7%	9%	33%[activator]	-6%	2	CC1=C(C(=O)OC(C)C)C(c2cccnc2)C2=C(CCCC2=O)N1 (stereo unspecified)
24	4%	10%	14%	nt	?	22%	-5%	nt	5	COc1ccccc1NC(=O)c1sc2nc3c(c(C(F)(F)F)c2c1N)CN(C(C)=O)CC3
25	-5%	0%	18%	-4%	-23%	27%	-6%	-6%	1	CC1CC1C(=O)N1CCN(S(=O)(=O)c2cc(C(F)(F)F)cc(C(F)(F)F)c2)CC1 (stereo unspecified)
26	16%	-7%	15%	5%	?	19%	-13%	2%	10	CCN(CC)CCNC(=O)c1cc2c(=O)n(C)c3cc(Cl)ccc3c2s1
27	2%	2%	14%	-1%	-7%	8%	11%	7%	-3	COc1ccc2nc(N(CCN(C)C)C(=O)c3ccc4c(c3)OCCO4)sc2c1
28	11%	1%	31%	2%	-22%	27%	-1%	-4%	1	CCc1cccc(CN2CCC(CNC(=O)Nc3ccc(Cl)cc3)CC2)c1
29	-11%	3%	-13%	1%	-7%	3%	-2%	i	-2	Cc1ccc(NC(=O)/C=C/c2cccs2)c([N+](=O)[O-])c1
30	7%	-4%	1%	1%	-17%	?	7%	4%	-1	Cc1ccc(-c2nc3sc4c(c3c(=O)n2N)CC(C)(C)OC4)cc1
31	1%	-5%	6%	5%	-14%	24%	7%	5%	-4	COc1ccccc1NC(=O)C1=C(C)NC2=C(C(=O)CC(c3ccc(OC)c(OC)c3)C2)C1c1coc2ccccc2c1=O (stereo unspecified)
32	11%[57.1 µM]	-2%	24%[57.1 µM]	4%	?	23%	2%	-3%	5	CCOC(=O)N1CCN(S(=O)(=O)c2cc(Cl)ccc2Cl)CC1
33	5%	24%	18%	10%	-20%	68%[activator]	-8%	-3%	-3	Cc1ccc(CNC(=O)CCS(=O)(=O)Cc2ccc(C)cc2)cc1
34	-5%	1%	22%	5%	-4%	46%[activator]	-4%	nt	-7	Cc1ccc(CNC(=O)C2CCCN(S(=O)(=O)c3c(C)n[nH]c3C)C2)cc1 (stereo unspecified)
35	7%[57.1 µM]	-9%	16%[57.1 µM]	3%	-17%	13%	2%	-4%	6	Cc1cccc(C)c1NC(=O)CN(C)CC(=O)Nc1ccccc1Oc1ccccc1
36	3%	-9%	15%	10%	-21%	47%[activator]	-4%	0%	1	COc1ccc(OCC(=O)N2N=C(C)CC2(O)C(F)(F)F)cc1 (stereo unspecified)
37	-6%[57.1 µM]	4%	5%[57.1 µM]	10%	-20%	17%	-6%	-10%	5	CCC(=O)N1CCc2cc(OC)c(OC)cc2C1COc1ccc(OC)cc1 (stereo unspecified)

Screening data from PubChem.
